Screens deposited in PubChem by National Center for Advancing Translational Sciences (NCATS).
N370S GC mod: qHTS Assay for Inhibitors and Activators of N370S glucocerebrosidase as a Potential Chaperone Treatment of Gaucher Disease; Lysosomal acid glucosylceramidase (Homo sapiens), P04062; N370S GC spleen homogenate, 4MU-glucoside fluorescence; Potency, µM (titrated, usually from 59.4 µM), without a hit: at the top dose activity change, negative = inhibition, hits mostly inhibitors; 330,000 compounds, 0.092% hits; AID 2101, 2009;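 note: 0% = full enzyme activity and -100% = no enzyme basal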
TDP1 inh: qHTS Assay for Inhibitors of Tyrosyl-DNA Phosphodiesterase (TDP1). recombinant TDP1, AlphaScreen DNA substrate cleavage. Potency, µM (top dose mostly 130 µM), for inactives: top-dose activity change, negative = inhibition, most hits filed as inhibitors. 350,000 compounds, 0.28% hits. AID 485290, 2010; note: nearly all actives have a fitted effect of over 40% in size
Target sequence (Q9NUW8 whole entry, looked up): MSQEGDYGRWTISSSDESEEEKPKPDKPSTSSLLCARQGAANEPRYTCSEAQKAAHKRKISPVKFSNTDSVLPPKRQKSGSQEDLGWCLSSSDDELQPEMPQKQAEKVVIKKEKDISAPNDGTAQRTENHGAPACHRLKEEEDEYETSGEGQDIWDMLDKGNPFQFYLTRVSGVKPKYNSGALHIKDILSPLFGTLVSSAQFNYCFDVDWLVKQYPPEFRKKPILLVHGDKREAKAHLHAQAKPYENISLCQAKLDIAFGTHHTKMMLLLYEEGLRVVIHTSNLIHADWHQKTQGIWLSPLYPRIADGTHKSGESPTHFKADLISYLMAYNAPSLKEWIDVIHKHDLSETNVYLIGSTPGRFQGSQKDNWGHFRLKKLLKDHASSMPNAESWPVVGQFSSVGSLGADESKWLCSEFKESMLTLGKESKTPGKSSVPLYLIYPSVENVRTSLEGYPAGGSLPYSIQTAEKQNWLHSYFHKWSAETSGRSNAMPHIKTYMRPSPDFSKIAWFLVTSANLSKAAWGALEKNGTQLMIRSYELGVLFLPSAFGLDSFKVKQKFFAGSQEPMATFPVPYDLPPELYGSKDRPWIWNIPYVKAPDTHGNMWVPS
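Signal: AlphaScreen proximity between streptavidin donor and anti-FITC acceptor beads on intact substrate. Reaction: Tdp1 1 nM, substrate 15 nM final, 5 min RT after 15 min compound preincubation.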
FEN1 inhibitor: qHTS Assay for the Inhibitors of Human Flap endonuclease 1 (FEN1) | Potency, µM (series often up to 114 µM), for the others: at the highest dose activity change, negative = inhibition, most hits filed as inhibitors | 390,000 compounds, 0.35% hits | P39748 | AID 588795, 2011 | Recombinant FEN1 flap cleavage, fluorescence, 15 min; note: nearly all actives have a fitted effect of over 65% in size
Target sequence (P39748 whole entry, looked up): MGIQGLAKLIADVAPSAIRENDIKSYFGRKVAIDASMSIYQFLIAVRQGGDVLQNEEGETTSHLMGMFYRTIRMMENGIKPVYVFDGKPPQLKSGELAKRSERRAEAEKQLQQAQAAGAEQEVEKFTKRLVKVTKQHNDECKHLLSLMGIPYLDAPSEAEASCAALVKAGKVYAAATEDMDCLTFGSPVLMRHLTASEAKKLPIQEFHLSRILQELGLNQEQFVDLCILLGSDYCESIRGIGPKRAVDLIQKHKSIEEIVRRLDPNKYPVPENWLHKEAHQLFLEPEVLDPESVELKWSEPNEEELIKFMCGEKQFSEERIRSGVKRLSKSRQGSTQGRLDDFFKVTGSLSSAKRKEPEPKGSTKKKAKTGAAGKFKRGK
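Enzyme 10 nM, 15 min RT preincubation with compound; start with substrate 50 nM final; reads at 0 and 15 min; qHTS titration, four-parameter Hill fit.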
Active calls of the source: *; u = inconclusive; x = not tested or not shown; [ ] = remark or other dose. Calls come from the whole dose curve; as a rule, active = well fitted curve in the direction sought with a large enough effect; inconclusive = small, poorly fitted or top-dose-only effect, or another doubt; inactive = no such curve, though single readings can be large; an effect the other way counts as inactive or inconclusive. Unless noted, % is set by controls: 0 for no effect and ±100 for the full control effect; potency is the fitted concentration of half-maximal effect.

SMILES	N370S GC mod	TDP1 inh	FEN1 inhibitor
CCOC(=O)CSc1ccc(C(=O)NCCCN2CCOCC2)cc1[N+](=O)[O-]	-11%	x	-14%
COC(=O)CC1Oc2ccc(Cl)cc2-n2cc(-c3ccc(C)cc3)nc21 (configuration not stated)	x	6%	9%
CCCN(CC1CC1)C(=S)NC(=O)c1cc(Br)ccc1Cl	23%	-2%	3%
C/C(Cc1ccccc1)=N\NC(=O)CNC(=O)c1ccc(C(C)(C)C)cc1	3%	2%	-10%
CCOC(=O)c1c(C)[nH]c(C)c1S(=O)(=O)N1CCC(C(=O)N2CCN(c3cccc(C)c3C)CC2)CC1	x	8%	1%
Cn1nc(C(=O)N2CCCC2)c2ccccc2c1=O	-15%	7%	-4%
O=C(N/N=C/c1ccc(-n2ccnc2)cc1)c1cccs1	-6%	6%	-4%
CC(=O)Nc1ccc(NC(=O)c2ccccc2N(C)S(=O)(=O)c2ccc(C)cc2)cc1	2%	2%	16%
C/C(=N\NC(=O)CSc1ncccn1)c1ccc2c(c1)OCCO2	-2%	0%	-1%
COc1ccc2[nH]c(C)c(C(=O)CN3CCN(C(=O)c4ccco4)CC3)c2c1	3%	3%	-3%
COc1ccc(/C=N/N(Cc2ccccc2)c2ccccc2)cc1O	-11%	2%	10%
O=C(OCC(=O)N1CCCC1=O)c1nc(Cl)c(Cl)c(Cl)c1Cl	-16%	45µM*	-8%
COc1ccccc1/C=C/C=N/NC(=O)CN1CCN(Cc2ccccc2)CC1	-21%	3%	-1%
O=C(/C=C/c1ccccc1Cl)N(Cc1ccccc1)C1CCS(=O)(=O)C1 (configuration not stated)	2%	2%	-9%
O=C(Nc1ccncc1)Nc1ccc(F)c(Cl)c1	-22%	-4%	4%
COc1cc(C=NNC(=O)c2cccnc2)ccc1OC(=O)c1ccccc1F	x	0%	-2%
COCCCNC(=O)c1ccc(Cn2c(=O)c3ccccc3n(Cc3ccc(Cl)cc3)c2=O)cc1	x	5%	-7%
CCOc1cc(CNc2cccc3[nH]c(C)nc23)ccc1OC	u	x	-13%
CN(CCO)c1nc(-c2cccs2)nc2ccccc12	x	u	u
Cc1ccc(O)c(CCc2ccccc2)n1	9%	4%	8%
Cc1c(C(=O)C(=O)NCCC2=CCCCC2)c2ccccc2n1C	28%	5%	-3%
CCSc1nc(C)nc2c1oc1ccccc12	5%	7%	0%
COC(=O)/C(C)=C/CC12OC(C)(C)C3CC(C=C4C(=O)c5cc6c(c(CCC(C)(C)Cl)c5OC431)OC1(C)CCC(=C(C)C)C6C1)C2=O (configuration not stated)	-2%	-8%[56.1 µM]	x
COc1ccc(NC(=O)C2C3CCC4C(CCC32)C4(Cl)Cl)cc1 (configuration not stated)	15%	3%	-4%
CCCCOC(=O)CN1C(=O)c2ccc(C(=O)OCCCC)cc2C1=O	-10%	-2%	-1%
COC(=O)c1ccccc1NC(=O)C1CCCN(S(=O)(=O)c2ccc(F)cc2)C1 (configuration not stated)	2%	6%	-10%
O=c1[nH]c2cc3c(cc2cc1CN(CC1CCCO1)S(=O)(=O)c1ccc(Cl)cc1)OCCO3 (configuration not stated)	16%	7%	-14%
CSc1nc(O)c(/C=C2\C=Nc3ccccc32)[nH]1	4%	8%	3%
COc1ccc2c(c1)OC[C@H]1[C@H]2N2C(=O)[C@H](C)NC(=O)[C@@]2(C)[C@H]1c1ccccc1	x	2%	-2%
COc1ccc(-c2csc(N3CCC(c4ccccc4)CC3)n2)cc1	8%	-4%	11%

A second format for some results above.
| structure | N370S GC mod | TDP1 inh | FEN1 inhibitor |
| --- | --- | --- | --- |
| Cc1c(C(=O)C(=O)NCCC2=CCCCC2)c2ccccc2n1C | 28% | 5% | -3% |
| CCSc1nc(C)nc2c1oc1ccccc12 | 5% | 7% | 0% |
| COC(=O)/C(C)=C/CC12OC(C)(C)C3CC(C=C4C(=O)c5cc6c(c(CCC(C)(C)Cl)c5OC431)OC1(C)CCC(=C(C)C)C6C1)C2=O (configuration not stated) | -2% | -8%[56.1 µM] | x |

Continuation:
SMILES	N370S GC mod	TDP1 inh	FEN1 inhibitor
C=CCC1S/C(=N/N=C/c2cccs2)NC1=O (configuration not stated)	2%	2%	-1%
CCCN1CCN(CCCNC(=O)Cn2c(-c3cccs3)cc3cc(Cl)ccc32)CC1	x	0%	-1%
O=C(Cn1nnc(-c2ccncc2)n1)N(C1CCCCC1)C1CCCCC1	-4%	1%	-1%
COc1cccc(NC(=O)CN(C)C(=O)CSc2nc3ccccc3s2)c1	17%	9%	2%
COc1ccc(NS(=O)(=O)c2cccc(NC(=O)NCCCl)c2)cc1	-4%	2%	-1%
O=Cc1cn(CCC(=O)O)nc1-c1cc2ccccc2o1	8%	8%	-2%
CCOc1ccc(NC(=O)CCC(=O)NNC(=O)NC2CCCCC2)cc1	-3%	3%	-2%
COc1ccc(N(CC(=O)Nc2cc(C(=O)O)ccc2C)S(=O)(=O)c2c(C)noc2C)cc1	x	6%	-4%
COc1ccc(CCC(=O)N(c2nnc(-c3cccnc3)s2)C(C)C)cc1	1%	5%	3%
O=S(=O)(c1ccc(F)cc1)N1CCC(Oc2ccc(-n3cnnn3)cc2)CC1	x	-2%	15%

In another format: entries from further up.
Each structure is followed by: N370S GC mod | TDP1 inh | FEN1 inhibitor
COc1ccc(CCC(=O)N(c2nnc(-c3cccnc3)s2)C(C)C)cc1
 : 1% | 5% | 3%
COc1ccc(NS(=O)(=O)c2cccc(NC(=O)NCCCl)c2)cc1
 : -4% | 2% | -1%
COc1cccc(NC(=O)CN(C)C(=O)CSc2nc3ccccc3s2)c1
 : 17% | 9% | 2%
CCCN1CCN(CCCNC(=O)Cn2c(-c3cccs3)cc3cc(Cl)ccc32)CC1
 : x | 0% | -1%
O=C(Cn1nnc(-c2ccncc2)n1)N(C1CCCCC1)C1CCCCC1
 : -4% | 1% | -1%
COc1ccc(N(CC(=O)Nc2cc(C(=O)O)ccc2C)S(=O)(=O)c2c(C)noc2C)cc1
 : x | 6% | -4%
O=S(=O)(c1ccc(F)cc1)N1CCC(Oc2ccc(-n3cnnn3)cc2)CC1
 : x | -2% | 15%

Later entries:
SMILES	N370S GC mod	TDP1 inh	FEN1 inhibitor
CCn1c(O)c(C=NCc2ccccc2)sc1=S	10%	10%	11%
O=C(NCCCc1ccccc1)c1ccccc1	-4%	1%	-4%
CCOC(=O)c1ccc(S(=O)(=O)Nc2cc(C(=O)O)ccc2Cl)cc1	-11%	7%	-4%
CC(C)(C)NC(=O)c1cnn2c1NC(c1ccc(F)cc1)CC2C(F)(F)F (configuration not stated)	-13%	4%	-4%
COCC1CCCN(Cc2cn(Cc3ccccc3)nc2-c2cc3ccccc3o2)C1 (configuration not stated)	-5%	-3%	1%
CCOc1ccc(NS(=O)(=O)c2ccc(C(=O)N(C)CCc3ccc(OC)c(OC)c3)cc2)cc1	-13%	4%	-3%
Cc1ccc(NC(=O)CNc2ccccc2N2CCCC2=O)cc1S(=O)(=O)N1CCOCC1	-1%	0%	-1%
O=c1[nH]c(=S)c2c(n1-c1ccccc1)CCC2	-1%	5%	-9%
Cc1cc(C)c(Cc2c(C)nc3c(C(=O)NCc4ccco4)cnn3c2C)c(C)c1	u	7%	-5%
C=CCn1c(SCC(=O)Nc2cc(C)on2)nc2sc3c(c2c1=O)CCCC3	-6%	1%	-4%
CCN(CC)CCCNC(=O)C1CCC(=O)N(c2ccc(OC)cc2)C1c1ccc(F)cc1 (configuration not stated)	5%	1%	-7%
O=C(CCCC(=O)N(CC(=O)NC1CCCC1)Cc1ccc2c(c1)OCO2)Nc1ccccn1	-20%	5%	0%
COc1ccccc1C1c2c(C)nn(-c3ccccc3)c2NC(=O)C1NC(=O)c1ccccc1 (configuration not stated)	0%	0%	5%
CNC(=O)COC(=O)COc1ccc2c(C)cc(=O)oc2c1	-1%	-3%	3%
Cc1ccc2cc(C#N)c(SCC(=O)NCC3CCCO3)nc2c1C (configuration not stated)	-11%	1%	x
CCC(CC)C(=O)Nc1cc(NC(=O)C(CC)CC)cc(C(=O)O)c1	6%	5%	-7%
O=C(CSC(=S)N1CCCCC1)c1ccccc1	16%	4%	-6%
COC(=O)c1ccccc1OCC(=O)N1CCN(c2ccc(Cl)cc2)CC1	-3%	-4%	-14%
CCOc1cc(/C=N/NC(=O)CCn2nc(C)cc2C)ccc1O	22%	x	16%
COc1ccc(Nc2oc(COc3ccc(C)cc3)nc2C#N)cc1	-1%	2%	-5%
CC1(C)CC(=O)C/C(=N/NC(=O)c2ccc(-c3ccccc3)cc2)C1	-18%	2%	-8%
COc1ccc(-c2c(C)n([O-])c3c([n+]2=O)CCCC3)cc1	6%	-8%	1%
O=C(CSc1nnc(-c2ccc(F)cc2)c2ccccc12)Nc1ccccc1Cl	u	8%	-5%
CCOC(=O)C1(Cc2ccc(Cl)cc2)CCN(C(=O)c2cscn2)CC1	-14%	0%	13%
CN(C(=O)CSc1n[nH]c(=O)[nH]c1=O)c1ccccc1	x	0%	-4%
COc1ccc(-n2cc(-c3ccc4c(c3)OCO4)n(CC(=O)Nc3cccc(C)c3)c2=O)cc1	x	0%[12.3 µM]	-7%
Cn1c(CCN2CCN(c3ccccn3)CC2)nc2cc(NS(=O)(=O)c3ccc(Cl)cc3)ccc21	-16%	7%	10%
Cc1ccc(C)c(CN2CCNC2=O)c1	2%	-4%	13%
CCC(C)(NC(=O)c1ccccc1)C(=O)O (configuration not stated)	1%	0%	31%
O=C(CSc1ccc([N+](=O)[O-])cn1)Nc1ccc2c(c1)OCCO2	0%	5%	-16%
O=[N+]([O-])c1ccc(CN2CCCCCC2)cc1	-5%	x	9%
O=C(NCc1ccc2c(c1)OCO2)c1ccc(CS(=O)(=O)c2ccc(Br)cc2)o1	-3%	5%	14%
O=C(NCCc1ccc(F)cc1)c1cc(=O)c2ccccc2o1	7%	2%	1%
COc1cc2c(cc1OC)CN(C(=O)CSc1nc3[nH]ncc3c(=O)n1-c1ccccc1)CC2	4%	5%	-6%
Cc1ccc(-c2nnn(CC(=O)N(c3ccc(F)cc3)C(C(=O)NC3CCCC3)c3ccco3)n2)o1 (configuration not stated)	2%	1%	8%
O=C(COC(=O)CCSc1ccccc1Cl)Nc1ccc(F)cc1F	-4%	0%	-18%
C=CCNCCOc1ccc(C)cc1[N+](=O)[O-]	-16%	x	3%
C=CCc1c(C)c(C#N)c2nc3ccccc3n2c1NCCN(C)C	-6%	3%	-23%
CCCN(C(=O)CSc1nc2cc(S(=O)(=O)N(CC)CC)ccc2o1)C1CCS(=O)(=O)C1 (configuration not stated)	-13%	-13%	4%
COc1ccc(Cn2nnnc2C(c2ccc(F)cc2)N2CCN(C3CCCC3)CC2)cc1 (configuration not stated)	-2%	4%	-5%
CC(C)(C)C(=O)NNC(=O)c1cc(C(C)(C)C)nn1Cc1ccccc1	0%	1%	8%
CN(Cc1cn(C)nc1-c1ccccc1F)CC1CCN(Cc2ccccc2)CC1	-6%	x	2%
COc1ccc(/C=N/NC(=O)CCC(=O)Nc2ccc(F)cc2)c(OC)c1	-4%	x	6%
O=C1c2ccccc2C(=O)N1CC(=O)N1c2ccccc2CCc2ccccc21	-5%	0%	5%
COC(=O)c1cc(=O)nc2scc(C)n12	6%	0%	0%
C/C(=N\NC(=O)c1cccc(N2CCCC2=O)c1)c1ccc(N)cc1	-8%	3%	1%
Cc1nnc(SCC(=O)Nc2cccc(S(=O)(=O)N3CCCCC3)c2)s1	x	0%[56.1 µM]	-3%
CCCCCn1c(Sc2ccccc2)nc2c1c(=O)[nH]c(=O)n2C	5%	2%	-14%
